High-throughput results as filed in PubChem BioAssay.
DT40 TDP1 no CPT: qHTS for Inhibitors of human tyrosyl-DNA phosphodiesterase 1 (TDP1): qHTS in cells in absence of CPT. DT40 Tdp1-/- hTDP1 cells, no CPT, ATP luminescence, 48 h. Potency, µM (series often up to 46.2 µM), for the others: at the top dose activity change, negative = growth inhibition, most hits filed as inhibitors. 420,000 tested, 15% active. AID 686978, 2013; also: nearly all actives have a fitted effect of over 55% in size
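Cells were dispensed at 400 per well, compounds added by pin tool, plates incubated ≥48 hr at 37 °C, then CellTiter-Glo added for 30 min at room temperature before luminescence reading. Line: DT40 Tdp1-/- complemented with hTDP1; camptothecin omitted.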
DT40 TDP1 CPT: growth inhibition of DT40 Tdp1-/-;hTDP1 cells with camptothecin (screen for TDP1 inhibitors) | chicken DT40 Tdp1-/-;hTDP1 cells + 20 nM CPT, ATP luminescence, 48 h | Potency, µM (series often up to 46.2 µM), for inactives: at the highest dose activity change, negative = growth inhibition, usual class: inhibitors | 420,000 tested, 12% active; also: nearly all actives have a fitted effect of over 55% in size
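Chicken DT40 Tdp1-/- cells stably complemented with human TDP1 were seeded at 400 cells/well in medium containing 20 nM camptothecin, exposed to pin-transferred compounds, and grown at 37 °C for at least 48 hr. Viability was read as ATP luminescence.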
TDP1 inh: inhibitors of human tyrosyl-DNA phosphodiesterase TDP1. recombinant TDP1, AlphaScreen DNA substrate cleavage. Potency, µM (series often up to 130 µM), for inactives: at the highest dose activity change, negative = inhibition, usual class: inhibitors. 350,000 tested, 0.28% active; also: nearly all actives have a fitted effect of over 40% in size
Target sequence (Q9NUW8 whole entry, looked up): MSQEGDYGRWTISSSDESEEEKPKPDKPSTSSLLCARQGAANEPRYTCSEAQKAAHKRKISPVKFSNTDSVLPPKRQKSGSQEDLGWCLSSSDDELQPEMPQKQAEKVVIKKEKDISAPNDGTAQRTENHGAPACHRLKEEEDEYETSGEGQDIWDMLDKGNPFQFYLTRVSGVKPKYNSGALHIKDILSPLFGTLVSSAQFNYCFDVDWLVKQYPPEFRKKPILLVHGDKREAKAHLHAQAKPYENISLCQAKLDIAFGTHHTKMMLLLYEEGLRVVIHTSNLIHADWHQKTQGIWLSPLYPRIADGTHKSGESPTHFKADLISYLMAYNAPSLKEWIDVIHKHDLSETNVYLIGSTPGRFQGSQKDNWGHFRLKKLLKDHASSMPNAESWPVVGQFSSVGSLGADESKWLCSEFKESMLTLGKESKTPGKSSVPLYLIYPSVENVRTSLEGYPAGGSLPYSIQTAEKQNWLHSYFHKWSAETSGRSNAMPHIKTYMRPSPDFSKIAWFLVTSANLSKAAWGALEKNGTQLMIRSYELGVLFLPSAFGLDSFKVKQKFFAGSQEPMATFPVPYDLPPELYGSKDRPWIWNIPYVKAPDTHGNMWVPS
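Signal: AlphaScreen proximity between streptavidin donor and anti-FITC acceptor beads on intact substrate. Reaction: Tdp1 1 nM, substrate 15 nM final, 5 min RT after 15 min compound preincubation.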
Numbers without * were called inactive; u = inconclusive; x = no result given; & = joins results of further samples; [ ] = another dose, or the depositor's remark. Calls follow the shape of the dose curve; as a rule, active = well fitted curve in the direction sought with a large enough effect; inconclusive = small, poorly fitted or top-dose-only effect, or another doubt; inactive = no such curve, though single readings can be large; an effect the other way counts as inactive or inconclusive. % is scaled to controls: 0 for no effect and ±100 for the full control effect; potency is read from the fitted curve at half-maximal effect.

The line under a structure holds: DT40 TDP1 no CPT	DT40 TDP1 CPT	TDP1 inh
1: NC(=O)c1ccc(NC(=O)CS(=O)(=O)c2cn(CC(=O)N3CCCCC3)c3ccccc23)cc1
    8%	0%	3%[56.1 µM]
2: CCOCC(=O)Nc1cccc(C(=O)OCC)c1
    -9%	-5%	3%
3: CCOC(=O)C1CCCN(C(=O)c2cccc3ccccc23)C1 (centres undefined)
    4%	10%	1%
4: Cc1cc(C)n(-c2nc3ccccc3nc2N2CCN(C(=O)c3ccc(Cl)cc3)CC2)n1
    u	u	-2%
5: O=C(/C=C/c1cccc(Br)c1)NCC1CCCCC1
    u	u	0%
6: CCOc1cc(/C=N/O)cc(Br)c1OCc1ccc(Cl)cc1
    u	u	2%
7: O=C1N(Cc2ccccc2)c2ccccc2C1(O)c1c[nH]c2ccccc12 (centres undefined)
    -30%	-17%	5%
8: Cc1c(NC(=O)Nc2ccccc2Cl)sc(=S)n1C
    9%	-25%	5%
9: COCCn1c(C)cc(C2=NNC(=Nc3ccc(F)cc3)SC2)c1C
    15µM*	u	-4%
10: COc1ccc(C(=O)OCC(=O)N2CCCC2=O)c(OC)c1
    0%	1%	-8%
11: COc1ccccc1C(=O)NC(=S)Nc1ccc(NC(=O)c2ccco2)cc1
    u	-22%	1%
12: COc1ccc(NC(=O)COC(=O)C(NC(=O)c2ccc(C)cc2)C(C)C)cn1 (centres undefined)
    1%	-1%	3%
13: COc1ccccc1C1C(C(=O)c2cc3ccccc3o2)=C(O)C(=O)N1CCN1CCOCC1 (centres undefined)
    -25%	2%	6%
14: COc1ccc(N=Nc2c(N)nn(C)c2N)cc1
    -5%	2%	x
15: Cc1c(C(C)(C)O)[nH]c2ccc(C(F)(F)F)cc12
    u	u	x
16: O=C(NCCN1CCN(C(=O)c2cc3ccccc3oc2=O)CC1)c1cc2ccccc2oc1=O
    -3%	-11%	6%
17: O=C(CCc1nnc(-c2ccc3c(c2)OCO3)o1)NC(c1ccccn1)C(F)(F)F (centres undefined)
    u	-3%	3%
18: Cc1cc(=O)oc2cc(OCC(=O)OCC(=O)Nc3c(C)n(C)n(-c4ccccc4)c3=O)ccc12
    -2%	-4%	3%
19: O=C(CSc1nncc(=O)[nH]1)NCc1ccccc1
    u	21µM*	-4%
20: COc1ccc(CNC(=O)[C@H](C)N2C(=O)N3CCc4c([nH]c5ccc(OC)cc45)[C@@]3(C)C2=O)cc1
    u	u	x
21: Clc1ccc(CN(CC2CCCO2)C(c2cccs2)c2nnnn2C2CCCC2)cc1 (centres undefined)
    6.5µM*	7.3µM*	1%
22: O=C(c1ccc(N2CCCCC2)c([N+](=O)[O-])c1)N1CCOCC1
    -13%	2%	4%
23: COc1cc2c(cc1OC)C(COc1ccc(F)cc1)N(C(=O)c1ccc(S(=O)(=O)N3CCCC3)cc1)CC2 (centres undefined)
    u	u	-3%
24: COc1cc(CC(=O)OCC(=O)Nc2ccccc2C#N)cc(OC)c1OC
    -21%	-12%	0%
25: Cc1csc2nc(COC(=O)CNC(=O)c3ccc(F)cc3)cc(=O)n12
    -1%	4%	6%
26: CCOC(=O)C1(CCOC)CCN(Cc2ccc3nonc3c2)CC1
    -17%	-21%	4%
27: CN1C(=O)N(CC(=O)N2CCN(S(=O)(=O)c3ccc4c(c3)CCC4)CC2)C(=O)C12CCCCC2
    u	u	-5%
28: COC(=O)[C@H]1C[C@H](OC(=O)NCc2ccc(OC)c(OC)c2)[C@@]2(O)CN(S(=O)(=O)c3ccc(C)cc3)CC2[C@H]1C(=O)OC (some centres undefined)
    u	-14%	x
29: O=C(NC1CCCCC1)C(c1cccnc1)N(C(=O)c1csnn1)c1ccccc1 (centres undefined)
    2%	0%	-3%
30: CC1Cc2ccccc2N1C(=O)CSc1nnnn1C(C)C (centres undefined)
    -14%	1%	4%

Remaining list, next part.
The line under a structure holds: DT40 TDP1 no CPT	DT40 TDP1 CPT	TDP1 inh
31: CCOC(=O)CSc1nnc(CNc2ccc(Cl)cc2)n1-c1ccccc1
    -9%	-12%	8%
32: COc1ccc(/C=C/c2cnccn2)cc1OC
    -25%	-22%	x
33: CCCC(C)Sc1nc2c([nH]1)c(=S)n(C)c(=O)n2C (centres undefined)
    4.6µM*	4.6µM*	x
34: CN(C)c1ncc2nc(-c3cccc(C#N)c3)c(=O)n(C[C@H]3CCCO3)c2n1
    0%	-6%	x
35: CCN(CC)CCCC(C)n1c2nc(=O)[nH]c(=O)c-2nc2cc(Cl)ccc21 (centres undefined)
    8.2µM*	8.2µM*	x
36: COc1ccc(OCCOc2ccc(S(=O)(=O)N3CCCC3)cc2C(N)=O)cc1
    u	u	2%
37: COc1ccc(OC)c(NC(=S)N2c3ccccc3CC2C)c1 (centres undefined)
    -1%	-26%	0%
38: CCc1ccc2[nH]c(=O)c(C(c3nnnn3CC3CCCO3)N3CCN4CCCC4C3)cc2c1 (centres undefined)
    -5%	-13%	8%
39: O=S(OCCN1CCCC1)C(c1ccccc1)c1ccccc1 (centres undefined)
    u	u	x
40: C#Cc1ccc(CN2CCN(CCCc3ccccc3)C(CCO)C2)cc1 (centres undefined)
    u	-14%	x
41: O=[N+]([O-])c1cccnc1Sc1ccccc1Cl
    4%	26%	x
42: Cc1ccc(S(=O)(=O)c2nc(S(C)(=O)=O)sc2N2CC(C)OC(C)C2)cc1 (centres undefined)
    u	u	5%
43: COc1c2c(c(CCC(=O)O)c3c1C=CC(C)(C)O3)OC(C)(C)C=C2
    31%[activator]	5%	x
44: CC(C)(C)NC(=O)c1ccccc1-c1nc2ccccc2s1
    u	-27%	x
45: O=C(CSc1nc2ccccc2[nH]1)c1ccc(Cl)s1
    -1%	-2%	6%
46: COc1cccc(-c2nnc(NC(=O)C3CCCCC3)o2)c1
    u	-15%	4%
47: Cc1cnc(C(=O)OC(C)C(=O)Nc2ccccc2-c2ccccc2)cn1 (centres undefined)
    -24%	-14%	x
48: COc1ccc(NC(=O)CCCC2CCCCC2)cc1S(=O)(=O)N1CCCCC1
    u	u	8%
49: C=CCn1c(SCCC)nc2ccccc2c1=O
    u	-8%	x
50: O=C(NCCc1ccccc1)/C(=C\c1cccc([N+](=O)[O-])c1)NC(=O)c1ccco1
    u	u	5%
51: O=C(c1ccc2oc(Cc3ccc(Cl)cc3)nc2c1)N1CC[C@H](O)C1
    4%	-8%	7%
52: Cc1ccc(-n2ncc3c(N4CCCC4)ncnc32)c(C)c1
    -8%	-3%	10%
53: CC(C)c1ccc(N2C(=O)N(Cc3ccccc3Cl)c3ccccc3S2(=O)=O)cc1
    18µM*	u	2%
54: Cc1ccc(C(=O)NC2CCN(C(=O)NCc3ccccc3)CC2)cc1
    -15%	2%	12%
55: COc1ccc(Cl)cc1C(=O)Nc1nc2ccccc2[nH]1
    -26%	u	x
56: COc1ccc(C(=O)NNS(=O)(=O)c2ccc(OC)cc2)cc1
    19%	-20%	2%
57: Cc1cc(Nc2cccc(Cl)c2)nc(NCc2ccccc2)n1
    3.7µM*	5.8µM*	9%
58: CC(C)C1Cc2c(sc3c2c(=O)n(Cc2ccccc2)c2nncn32)CO1 (centres undefined)
    u	u	12%
59: O=C(c1cccc(F)c1)N1CCC2(CC1)CN(C(c1ccccc1)c1ccccc1)C2
    u	u	x
60: CCOC(=O)c1cnc2c(C)cccc2c1Nc1cccc(C(=O)O)c1
    19%	1%	x

The results go on:
The line under a structure holds: DT40 TDP1 no CPT	DT40 TDP1 CPT	TDP1 inh
61: Cc1ccc(S(=O)(=O)C2(C(=O)O)CCCC2)cc1C
    -7%	-11%	1%
62: C[C@H](NC(=O)OCc1ccccc1)C(=O)N[C@@H](Cc1c[nH]c2ccccc12)C(=O)O
    1%	11%	0%
63: CC1(Oc2ccc(Cl)cc2)CCN(Cc2csc3ccccc23)C1 (centres undefined)
    u	u	x
64: COc1ccc(NC(=O)CN2CCN(c3nc(-c4cccc(OC)c4)cs3)CC2)cc1
    u	u	5%
65: Cc1ccc(C(=O)Nc2cccc3ccccc23)cc1
    u	-19%	x
66: CC(Oc1ccccc1)C(=O)Nc1ccc(NC(=O)c2ccccc2)cc1 (centres undefined)
    15%	4%	0%
67: COc1ccc(CC(=O)NNC(=O)CSc2nnc(C)n2-c2ccccc2)cc1
    5%	5%	-3%
68: COc1ccc(-c2noc(-c3ccc(N4CCC(C)CC4)c([N+](=O)[O-])c3)n2)cc1OC
    -15%	-20%	11%
69: COc1ccc2[nH]c(C)c(CCNC(=S)Nc3ccccc3OC)c2c1
    23µM*	18µM*	9%
70: COc1ccc2c(c1)c(C(=O)N/N=C/c1ccc(OC)c(OC)c1)c(C)n2C
    12µM*	18µM*	1%
71: Cc1cccc(C(=O)OCC(=O)c2ccc3c(c2)NC(=O)CO3)c1
    u	-16%	1%
72: N#C/C(=C\c1ccc[nH]1)C(=O)Nc1ccccc1F
    0%	-12%	-2%
73: O=C(O)C1CCCCC1C(=O)Nc1ccccc1Cl (centres undefined)
    -13%	-15%	-2%
74: CCN(c1ccc(OC)cc1)S(=O)(=O)c1nnc(NC(=O)C2CCCCC2)s1
    -1%	-19%	3%
75: COc1ccc(CN(C)C(=O)c2ccc(NS(=O)(=O)c3ccc(F)cc3)cc2)c(OC)c1OC
    u	u	6%
76: Cc1cccc(-n2c(SCC(=O)Nc3ccc4c(c3)OCO4)nnc2-c2ccoc2C)c1
    -16%	-18%	-3%
77: COc1ccc(N2CCN(C(=O)CC34CC5CC(CC(C5)C3)C4)CC2)c([N+](=O)[O-])c1
    16µM*	21µM*	0%
78: Cc1ccc(OCCCC(=O)N(C)CC(=O)Nc2ccccc2Cl)cc1
    -20%	-5%	x
79: CCn1c(=O)cc(OCC(=O)NCCC(C)C)c2ccccc21
    u	29µM*	6%
80: Cc1cc(=O)oc2cc(O[C@@H]3O[C@H](C(=O)O)[C@@H](O)[C@H](O)[C@H]3O)ccc12
    -4%	15%	4%
81: CN(c1ccc(O)cc1)c1nc(-c2ccccc2)cs1
    u	u	11%
82: CCOc1ccc(CN2CCN(Cc3[nH]c4ccccc4c3C)CC2CCO)cc1 (centres undefined)
    u	u	2%
83: COc1ccc(NC(=O)CCCc2ccc(OC)c(C)c2)cc1
    u	u	0%
84: CC(C)COc1ccc(/C=C2/Sc3ccccc3C2=O)cc1
    -9%	-9%	1%
85: CC(=O)N1CCOc2ccc(S(=O)(=O)N3CCC(C(=O)NCc4ccc(C)cc4)CC3)cc21
    15%	-3%	0%
86: O=S(=O)(Cc1ccccc1)C(CCCc1ccccc1)S(=O)(=O)Cc1ccccc1
    21µM*	23µM*	x
87: O=C(CCc1nc2cccnc2n1Cc1ccccc1)NCCc1ccc(Cl)cc1
    21µM*	u	3%
88: Cc1nn(-c2ccccc2)c(Cl)c1CN(C(=O)CCl)c1ccc(Cl)cc1
    6.5µM*	7.3µM*	1%
89: Nc1c(N(CCC2=CCCCC2)C(=O)Cc2ccc(F)cc2)c(=O)[nH]c(=O)n1Cc1ccccc1
    u	u	0%
90: Cc1ccccc1-n1c(C)n[nH]c1=S
    -2%	-18%	x

Following part:
The line under a structure holds: DT40 TDP1 no CPT	DT40 TDP1 CPT	TDP1 inh
91: Cc1ccccc1NC(=O)c1c(NC(=O)c2ccco2)sc2c1CCC(C(C)(C)C)C2 (centres undefined)
    -14%	-13%	x
92: COc1ccc(/C=C/CN2CCCC(C(=O)c3cc(F)ccc3F)C2)cc1 (centres undefined)
    u	u	x
93: Cc1ccc(-c2noc(-c3ccc(N4CCC(C)CC4)c([N+](=O)[O-])c3)n2)cc1
    5%	-17%	3%
94: COc1cc(C2CC(=O)Oc3c(C(CCN4CCN(c5ccccc5)CC4)c4ccc(N(C)C)cc4)c(OC)cc(OC)c32)cc(OC)c1OC (centres undefined)
    u	u	24%&9%
95: CSCCC(c1nc2ccccc2[nH]1)n1c(=O)c(-c2cc3ccccc3[nH]2)nc2ccccc21 (centres undefined)
    u	u	x
